# MITF primary: blocks human microphthalmia-associated transcription factor; inhibition, % at 2.6 µM; hit rate 0.91% among 650,000; AID 1259374; AlphaScreen MITF homodimerization, bead proximity signal; in the data active = inhibition above about 50%;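 also: 0% = vehicle wells with protein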
# Target sequence (O75030 whole entry, looked up): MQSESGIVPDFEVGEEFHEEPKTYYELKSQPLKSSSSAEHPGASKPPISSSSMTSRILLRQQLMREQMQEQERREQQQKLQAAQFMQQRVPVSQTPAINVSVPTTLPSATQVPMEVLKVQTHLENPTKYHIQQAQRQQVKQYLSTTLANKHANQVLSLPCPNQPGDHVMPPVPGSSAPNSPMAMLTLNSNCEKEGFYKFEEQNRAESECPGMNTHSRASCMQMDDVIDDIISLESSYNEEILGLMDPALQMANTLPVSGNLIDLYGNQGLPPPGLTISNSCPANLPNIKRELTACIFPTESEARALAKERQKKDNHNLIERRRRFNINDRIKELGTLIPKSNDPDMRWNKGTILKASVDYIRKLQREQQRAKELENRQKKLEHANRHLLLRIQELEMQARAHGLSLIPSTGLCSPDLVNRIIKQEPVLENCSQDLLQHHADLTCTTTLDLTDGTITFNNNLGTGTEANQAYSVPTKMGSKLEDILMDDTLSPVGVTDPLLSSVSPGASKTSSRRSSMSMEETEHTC
# TEAD-YAP inh: TEAD-YAP interaction inhibition; HEK-TIYL cells, TEAD-Gal4/YAP UAS-luciferase luminescence; inhibition, % at 9.12 µM; hit rate 1.4% among 640,000; in the data active = inhibition above about 32%;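 also: 0% = median of test compound wells and 100% = reference inhibitor wells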
# FBW7 activator: activators of human E3 ligase FBW7 | normalized activity (activation), % at 26.1 µM | AID 1259310 | Q969H0 | hit rate 0.13% among 650,000 | AlphaScreen FBW7–phospho-cyclin E peptide binding, activator screen; in the data active = normalized activity above about 1.9%;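 also: purified mutant Fbw7 with reduced substrate affinity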
# GPR151 activ: activators of human GPR151; Q8TDV0; PathHunter beta-arrestin GPR151 cells, luminescence; activation, % at 11.2 µM; hit rate 1% among 650,000; AID 1508602; in the data active = activation above about 4.9%;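 also: 0% = median of compound wells and 100% = cells with positive control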
# Target sequence (Q8TDV0 whole entry, looked up): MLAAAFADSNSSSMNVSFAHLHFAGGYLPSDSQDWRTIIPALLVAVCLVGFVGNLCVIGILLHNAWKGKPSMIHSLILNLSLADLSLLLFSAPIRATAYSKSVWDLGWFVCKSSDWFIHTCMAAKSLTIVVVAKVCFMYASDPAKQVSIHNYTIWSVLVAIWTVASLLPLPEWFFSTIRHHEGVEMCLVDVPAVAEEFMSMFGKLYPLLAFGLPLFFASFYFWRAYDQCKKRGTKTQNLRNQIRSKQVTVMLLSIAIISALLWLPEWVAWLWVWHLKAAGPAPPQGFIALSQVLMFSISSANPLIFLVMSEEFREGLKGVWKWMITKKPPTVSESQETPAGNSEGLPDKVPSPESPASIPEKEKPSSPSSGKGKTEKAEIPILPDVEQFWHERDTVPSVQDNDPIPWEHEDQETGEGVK
# An asterisk follows results filed as active; nt = no result given.
SMILES,MITF primary,TEAD-YAP inh,FBW7 activator,GPR151 activ
COc1ccccc1NC(=O)c1ccccc1N(Cc1ccccc1)S(C)(=O)=O,4,-3,0.0,-0.9
Cc1sc2nc(SCC(=O)OC(C)C)n(Cc3ccco3)c(=O)c2c1C,-9,2,-0.2,-0.5
O=C(Nn1c(C2CC2)nc2ccccc2c1=O)c1cccc(Cl)c1,-5,6,-0.1,0.7
O=C(Nc1cccc(-c2cn3ccsc3n2)c1)C1CC1,-10,-17,0.3,-1.2
O=C(CC1Sc2ccc(C(F)(F)F)cc2NC1=O)Nc1cccc(C(F)(F)F)c1 (stereo unspecified),-1,1,0.0,-0.3
CCOC(=O)CSc1ccc2nnc(CCNS(=O)(=O)c3ccccc3)n2n1,4,0,0.1,1.0
CSc1nnc(NC(=O)CCc2ccccc2)s1,15,-22,0.3,-0.8
CS(=O)(=O)N1CCN(c2ccc([N+](=O)[O-])c(N3CCOCC3)c2)CC1,-6,14,-0.2,0.3
O=C(c1ccc(NCCc2ccc(Cl)cc2)c([N+](=O)[O-])c1)N1CC2CC(C1)c1cccc(=O)n1C2 (stereo unspecified),-1,-1,-0.1,0.2
CCCCCCCc1c(O)nc(SCCN(CC)CC)n(-c2ccccc2)c1=O,-6,3,0.0,-1.0
CCOC(=O)c1c(C)[nH]c(C(=O)CCl)c1C,-11,-1,-0.2,0.2
c1nnc2c3c4c(sc3ncn12)CCCCC4,-4,-9,0.0,-0.9
Cc1ccc(-n2c(=O)c3c4c(sc3n3cnnc23)COC(C)(C)C4)cc1,8,7,0.1,0.8
O=C(NCc1ccco1)c1c[nH]c2ccc(S(=O)(=O)N3CCOCC3)cc2c1=O,15,6,0.1,-0.7
COC(=O)c1sc(S(=O)(=O)N2CCC(C(N)=O)CC2)c(C(=O)OC)c1C,-2,-6,-0.1,0.2
O=C(CSc1n[nH]c(-c2cccnc2)n1)Nc1cccc(C(F)(F)F)c1,9,7,0.5,-0.7
CC(=O)c1cccc(-c2cccc(C(=O)NCCN(C(C)C)C(C)C)c2)c1,-4,1,-0.1,1.6
Cc1cc(C)c2nc3s/c(=C/c4cccc(OCc5ccc(Cl)c(Cl)c5)c4)c(=O)n3c2c1,-5,-4,0.1,-0.3
O=C(CCNC(=O)Cn1cnc2ccccc2c1=O)NCCCN1CCCCCC1,0,-13,-0.1,-1.5
O=C(O)C1(Cc2nc3ccccc3[nH]2)CCCC1,-3,4,0.0,1.0
NC(=O)c1c(NC(=O)c2ccccc2F)sc2c1CCCC2,2,-66,0.1,-1.1
O=S(=O)(Nc1ccc(-c2cn3ccsc3n2)cc1)c1ccccc1,6,-15,0.2,4.4
Cc1cc2c(c(Sc3ccccc3)n1)C(=O)OC2,23,3,0.2,0.8
CN(Cc1ccccc1)C(=O)c1ccc(Br)cc1,2,1,0.1,1.0
CCOc1ccc2nc(NC(=O)c3[nH]c(C)c(C(C)=O)c3CC)sc2c1,6,-6,0.5,-0.2
CCCS(=O)(=O)NNC(=O)CCN1CCN(c2ccccc2)CC1,12,3,0.1,1.5
O=C(c1ccccc1)N(c1ccccc1)c1cccc(Cl)c1,5,2,0.1,0.4
CC1=C(C(=O)OCCc2ccccc2)C(c2cccc([N+](=O)[O-])c2)C2=C(CCCC2=O)N1 (stereo unspecified),16,10,-0.1,0.0
O=S(=O)(/C=C/c1ccccc1)N1CCC(CO)(Cc2cccc(C(F)(F)F)c2)CC1,6,-14,0.0,0.0
COc1ccc(-n2nnc3c(=O)n(Cc4ccccc4)cnc32)cc1OC,-8,2,-0.1,-0.5
Cc1nc2sccn2c(=O)c1S(=O)(=O)N1CCN(C(=O)c2ccco2)CC1,-5,-7,-0.1,-1.2
Cc1ccc(C(=O)/C=C/Nc2ccccc2C(N)=O)o1,15,-46,0.2,-1.3
CC(C)n1cnc2c(NC3CC3)nc(N3CCCC3CO)nc21 (stereo unspecified),-2,-5,-0.2,-0.6
CCOCCCNc1c(Cc2ccccc2)c(C)c(C#N)c2nc3ccccc3n12,-25,-25,1.4,-0.2
CCOc1ccc(-c2nnc3ccc(=S)[nH]n23)cc1,6,6,0.3,-0.2
O=C(COC(=O)C12CC3CC(CC(O)(C3)C1)C2)Nc1ccc(Cl)cc1F,-9,1,-0.1,1.0
COc1ccc(CCN2CCC(c3nc(-c4ccccc4)no3)CC2)cc1OC,3,4,-0.1,1.5
O=C1CCCC2=C1C(c1ccc(-c3ccccc3)cc1)C1=C(CCCC1=O)O2,6,4,-0.2,0.7
CS(=O)(=O)N(CC(=O)N1CCCC1)c1ccc(Cl)c(C(F)(F)F)c1,-3,-4,-0.1,0.3
COC(=O)C1=C(C(=O)OC)[C@@H]2N(C)c3ccccc3[C@@]23C[C@@H](CO)N(C(=O)NC2CCCC2)C3=N1,14,nt,0.1,-0.2

# Just MITF primary (four entries from above):
canonical_smiles,MITF primary
Cc1nc2sccn2c(=O)c1S(=O)(=O)N1CCN(C(=O)c2ccco2)CC1,-5
O=C1CCCC2=C1C(c1ccc(-c3ccccc3)cc1)C1=C(CCCC1=O)O2,6
NC(=O)c1c(NC(=O)c2ccccc2F)sc2c1CCCC2,2
CCOCCCNc1c(Cc2ccccc2)c(C)c(C#N)c2nc3ccccc3n12,-25

# Going on with the list:
SMILES,MITF primary,TEAD-YAP inh,FBW7 activator,GPR151 activ
CCOC(=O)CSCC(=O)N1N=C(c2ccc(Br)cc2)CC1c1ccc(F)cc1 (stereo unspecified),5,17,-0.2,-0.6
COc1ccc(OCC(=O)Nc2ccc(NC(=O)c3ccccc3)cc2)cc1,-11,36*,0.0,3.1
COC(=O)C1=CN(C23CC4CC(CC(C4)C2)C3)C=C(C(=O)OC)C1c1ccc(Cl)cc1,9,-1,0.2,-0.4
O=C(Nc1ccc(F)c(Cl)c1)C(=O)Nc1ccc2nc3n(c(=O)c2c1)CCCCC3,5,-3,0.0,-0.7
O=C(NCc1ccco1)C1CCCCN1S(=O)(=O)c1ccc(F)cc1 (stereo unspecified),4,2,0.0,0.7
CC1=CCC(C(=O)Nc2ccccc2)C(c2ccc(Br)cc2)C1 (stereo unspecified),-3,2,0.5,1.0
O=C(Cc1c[nH]c2ccccc12)N/N=C/c1ccc2c(c1)OCO2,15,1,0.2,0.9
COc1ccc(-c2cc(C(F)(F)F)n3nc(C(=O)Nc4ccccc4Cl)cc3n2)cc1,-3,0,1.1,1.0
COc1ccc(-c2nc(NC3CCN(Cc4ccccc4)CC3)c3ncn(C4CCCCC4)c3n2)cn1,-5,1,-0.1,-2.2
Cc1cc2c(c(=O)o1)C(c1ccccc1C(F)(F)F)C(C#N)=C(N)O2 (stereo unspecified),6,14,0.3,-2.3
CCOC(=O)c1c(NC(=O)C(F)(F)F)sc(C(C)=O)c1C,-2,-2,0.2,0.7
O=C(Cc1ccccc1)Nc1ccc(C(=O)Nc2ccc(-c3nc4ccccc4o3)cc2)cc1,15,5,0.4,-1.0
COc1cccc(CN(CCN(C)C)C(=O)c2cn(C)c3cc(-c4cn[nH]c4)ccc23)c1,-4,6,0.1,0.7
CCOc1cc(/C=C2/SC(=O)N(CC(=O)OC)C2=O)cc([N+](=O)[O-])c1O,-9,11,0.3,-1.6
Cc1cc(C)n(-c2ccccc2F)c(=O)c1C(=O)O,13,5,-0.1,2.6
O=C(Nc1ccc(S(=O)(=O)N2CCC(c3nc4ccccc4[nH]3)CC2)cc1)c1ccccc1F,20,40*,0.3,-0.5
CCCN(C(=O)c1cn(C)c(=O)c2ccccc12)c1ccccc1C,-8,1,0.1,0.8
COc1cc(C2Nc3cc(C)c(C)cc3NC3=C2C(=O)CC(C)(C)C3)cc(Cl)c1O (stereo unspecified),-1,-6,0.1,-1.1
O=C(Cc1cccs1)Nc1ccc(F)c(F)c1F,6,-12,-0.2,0.4
O=C(c1ccccc1Cl)N1CCCCC1,0,3,-0.1,2.1
CNC(=O)COc1ccc(Nc2nnc(-c3ccc(C)c(S(=O)(=O)N(C)C)c3)c3ccccc23)cc1,10,9,0.0,3.3
Cc1ccc(-n2nnnc2-c2ccccc2)cc1,-5,3,0.0,0.8
COc1ccc(CC(=O)Nc2nc3ccc(C)cc3s2)cc1OC,11,8,-0.1,0.1
O=C(c1ccco1)c1cc2c(ccc3ccccc32)oc1=O,-5,-1,-0.2,-0.8
O=C1NC(=O)/C(=C\c2cccc(F)c2)N1,7,-2,0.1,-0.8
COCCNC(=O)COc1coc(CN2CCN(c3cccc(Cl)c3)CC2)cc1=O,24,-4,1.3,-1.0
COc1ccc(CC(=O)N2CCOCC2)cc1,17,5,0.2,-0.1
Cc1cc(-c2nc(-c3nonc3N)no2)ccc1[N+](=O)[O-],10,-4,0.0,-1.1
N#Cc1c(NC(=O)CN2CCOCC2)sc2c1CCCCC2,4,-34,0.1,2.5
COc1cccc(NC(=O)CSc2nnc(-c3ccccc3N)n2C)c1,8,1,-0.1,1.3
O=C1C(=O)N(CCCN2CCOCC2)C(c2ccco2)/C1=C(/O)c1ccc(F)cc1 (stereo unspecified),-8,-4,0.1,-2.0
CCC(C(=O)Nc1nnc(COC)s1)c1ccccc1 (stereo unspecified),8,4,0.1,0.1
COc1ccc(C(=O)NC2CC3CCC2(C)C3(C)C)cc1 (stereo unspecified),2,5,-0.1,-0.6
Cc1noc(/C=C/N2CCOCC2)c1S(=O)(=O)N1CCN(c2ccccc2F)CC1,3,5,0.4,-0.2
OCc1ccc(-c2cc(Cl)cc(Cl)c2)o1,-2,-6,-0.1,0.2
Cn1cnnc1SCC(=O)N1CCCc2ccccc21,6,12,-0.1,-1.0
O=S(=O)(NCCOc1cc(N2CCCC2)ncn1)c1ccc2c(c1)CCCC2,22,8,0.8,-1.0
CC(C)c1ccc(CNc2cc(N3CCN(S(C)(=O)=O)CC3)ccc2[N+](=O)[O-])cc1,12,2,0.0,-0.8
COc1ccccc1-n1cc(C(=O)NCC(=O)Nc2ccc(F)c(Cl)c2)c2ccccc2c1=O,25,-3,0.5,0.4
COc1ccccc1Nc1nc(N2CCC(C)CC2)nc(C)c1[N+](=O)[O-],5,4,0.1,-1.6

# In a second layout: entries from further up.
SMILES	MITF primary	TEAD-YAP inh	FBW7 activator	GPR151 activ
OCc1ccc(-c2cc(Cl)cc(Cl)c2)o1	-2	-6	-0.1	0.2
Cn1cnnc1SCC(=O)N1CCCc2ccccc21	6	12	-0.1	-1.0
O=S(=O)(NCCOc1cc(N2CCCC2)ncn1)c1ccc2c(c1)CCCC2	22	8	0.8	-1.0
CC(C)c1ccc(CNc2cc(N3CCN(S(C)(=O)=O)CC3)ccc2[N+](=O)[O-])cc1	12	2	0.0	-0.8

# (next part)
SMILES,MITF primary,TEAD-YAP inh,FBW7 activator,GPR151 activ
OCCNCCCCOc1cc(Cl)ccc1Cl,44,-2,0.1,-0.6
COc1cc(OC)c(NC(=O)c2nc(-c3ccncc3)no2)cc1Cl,9,-5,0.0,0.0
Cc1ccc(N2CC(NC(=O)NC(C)(CO)CO)CC2=O)cc1 (stereo unspecified),-12,-3,0.0,2.3
Cc1cc(C(=S)NC(=O)c2ccccc2)c(C)n1C,2,-8,-0.3,0.2
COc1cc([N+](=O)[O-])ccc1NC(=O)c1cc(Cl)ccc1Cl,5,3,-0.1,0.2
Nc1nnc2c3ccccc3c3ccccc3c2n1,17,-16,-0.2,-0.3
CCC(Sc1nc2cc3c(cc2c(=O)n1Cc1ccc(C(=O)N2CCN(c4ccccc4)CC2)cc1)OCO3)C(=O)NCc1ccco1 (stereo unspecified),14,10,0.3,-0.3
O=C(CSc1nc2ccccc2c(=O)n1NC(=O)CCc1c[nH]c2ccccc12)NCCc1ccccc1,-4,8,0.1,0.9
CS(=O)(=O)Nc1ccc(Cl)cc1,-3,-1,0.0,-0.1
CCOC(=O)CCN(Cc1ccccc1Cl)S(=O)(=O)c1cccc(Cl)c1,0,-6,0.2,0.1
CCCC(c1nnnn1CCOC)N1CCN(c2cc(C)ccc2C)CC1 (stereo unspecified),1,-9,-0.1,0.7
COCCNC(=O)CCN1N=C(c2ccccc2)CCC1=O,7,-3,0.0,-0.7
O=C(CCC1CCCN(C(=O)NCCc2ccccc2)C1)N1CCN(c2ccccn2)CC1 (stereo unspecified),-15,-29,0.3,0.5
COc1ccc(-c2coc3cc(OCCN4CCC(C)CC4)ccc3c2=O)cc1,-5,-30,-0.2,-0.5
COC(=O)c1ccc2nc(C(F)(F)F)[nH]c2c1,-2,-4,-0.2,-3.6
CCOc1ccc(S(=O)(=O)N2CCC(Cc3ccccc3)CC2)cc1,15,11,0.5,2.6
CCOC(=O)c1c(NC(=O)COc2cccc(Br)c2)sc2c1CCC2,0,9,0.1,-0.3
CC1(C)CC(=O)C2=C(C1)N(c1ccc(F)cc1)C(N)=C(C#N)C2c1ccc(F)cc1 (stereo unspecified),-4,11,-0.2,0.6
O=C(O)COc1ccc2c(c1)C(=O)c1cc(OCC(=O)O)ccc1-2,1,6,-0.2,-1.1
COC(=O)c1ccc(NC(=O)c2cccc3c(Br)cccc23)cc1,17,3,0.1,0.5

# Single records (already shown). Values in the order: MITF primary, TEAD-YAP inh, FBW7 activator, GPR151 activ
# Results for COCCNC(=O)CCN1N=C(c2ccccc2)CCC1=O → 7, -3, 0.0, -0.7
# Results for Cc1ccc(N2CC(NC(=O)NC(C)(CO)CO)CC2=O)cc1 (stereo unspecified) → -12, -3, 0.0, 2.3

# Further structures
SMILES,MITF primary,TEAD-YAP inh,FBW7 activator,GPR151 activ
O=C(Nc1cc(Cl)cc(Cl)c1)c1cc(S(=O)(=O)NC2CCCCC2)ccc1F,13,-5,-0.2,0.1
CCN(CC)c1ccc(NC(=O)c2oc(=O)c3ccccc3c2-c2ccccc2)c(C)c1,-3,4,-0.1,-1.6
COc1ccc(NS(=O)(=O)c2ccc(OC)c(C)c2)cc1,-1,-2,-0.2,0.8
Cc1c(C)c(C)c(NC(=O)/C=C/C(=O)O)c(NC(=O)/C=C/C(=O)O)c1C,7,10,0.2,-0.4

# Screens as filed in PubChem.
